Bioassay records as filed in PubChem.
proKLK7 act = proKLK7 (human) activation, primary screen. P49862. purified proKLK7, EDANS-DABCYL substrate fluorescence; 100% is mature enzyme control, 0% vehicle. activation, % at 7 µM. actives 0.9% (n = 370,000);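 active means activation above the mean of all tested compounds plus 3 SD, computed per campaign excluding outliers beyond control limits, cut at about 13% in these data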
Tn6 DDE FP = inhibitors of Tn6 peptide binding to human fibrin DD(E); actives 0.21% (n = 370,000); AID 720509; inhibition, % at 8.3 µM; P02675; Fibrin DD(E) TRITC-Tn6 fluorescence polarization displacement;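 active means inhibition above a per-campaign cutoff: mean of compounds within control limits plus 3 SD, cut at about 15% in these data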;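 further: 0% = median of all compound wells on the plate and 100% = blocking peptide control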
sPLA2-III inh = Blocks human group III sPLA2 activity; Q9NZ20; QFRET BODIPY PC-A2 liposome hydrolysis, fluorescence; inhibition, % at 12.2 µM; actives 0.56% (n = 370,000); AID 743126;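 active means inhibition above mean plus 3 SD of compounds lying within the high and low control bounds, cut at about 19% in these data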;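 further: 0% = median of test compound wells and 100% = no enzyme DMSO wells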
NR1D1 modulator = Rev-erb alpha (human) modulation. P20393. Rev-erbα–FITC-DNA binding, fluorescence polarization, 90 min. activity, % at 10 µM. actives 0.79% (n = 370,000);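 active means activity above about 14%, limit read from the data; passing the limit was not always enough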;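 further: 0% = DMSO wells with 35 nM protein and 100% = DMSO wells with 750 nM protein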
PLC-beta3 inh = PLC-beta3 (human) inhibition, primary screen. Purified PLC-beta3, fluorogenic substrate, fluorescence. Q01970. inhibition, % at 12.2 µM. AID 720704. actives 0.18% (n = 370,000); in the data active means inhibition above about 11%;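 further: 0% = median of compound wells on plate and 100% = full blocker control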
ARFGAP1 inhibitor = inhibits rat ARF GTPase activating protein 1. Arfgap1-stimulated ARF1 GTP hydrolysis, GDP FP detection. inhibition, % at 16.5 µM. AID 651572. Q62848. actives 0.26% (n = 360,000);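 active means inhibition above a per-plate limit, mean inhibition of low control wells plus 3 SD, cut at about 25% in these data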;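 further: 0% = DMSO wells with enzyme and 100% = wells lacking Arfgap1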
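Material – truncated rat Arfgap1 GAP domain · Buffer or medium – HEPES-based buffer, pH 7.5 · Reagent – human ARF1(Δ1-17)-GTP substrate · Dosing – 16.5 µM single point, 1.26% DMSO · Schedule – GTP hydrolysis reaction 2 h at 25 °C · Technique – GDP detection by fluorescence polarization · Benchmarks – No-Arfgap1 wells (100%) versus DMSO full-reaction wells (0%) · Repeats – single replicate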
DDE Tn7 FP inh = disrupts Tn7 cyclic peptide binding to fibrin D-Dimer-E complex; inhibition, % at 8.3 µM; actives 0.13% (n = 370,000); FP displacement of FITC-Tn7 peptide from fibrin DD(E); 0% = median of compound wells per plate;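 active means inhibition above the mean of compounds falling within the control limits plus 3 SD of them, cut at about 14% in these data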;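 further: 0% = plate median of compound wells and 100% = 10 µM Aha-Tn7 peptide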
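Assay system: Fibrin-DD(E) protein isolated from polymerized human fibrin clots; read-out basis: percent inhibition; medium: Tris/NaCl/CaCl2 buffer, pH 7.8; signal: FP measurement; incubation: 10 min plus 3 h, room temperature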
PLCg1 inh = inhibitors of human phospholipase C gamma1 | P19174 | purified PLC-gamma1, fluorogenic substrate, fluorescence | inhibition, % at 12.2 µM | actives 0.84% (n = 370,000) | AID 720700; in the data active means inhibition above about 9.5%
Target sequence (P19174 whole entry, looked up): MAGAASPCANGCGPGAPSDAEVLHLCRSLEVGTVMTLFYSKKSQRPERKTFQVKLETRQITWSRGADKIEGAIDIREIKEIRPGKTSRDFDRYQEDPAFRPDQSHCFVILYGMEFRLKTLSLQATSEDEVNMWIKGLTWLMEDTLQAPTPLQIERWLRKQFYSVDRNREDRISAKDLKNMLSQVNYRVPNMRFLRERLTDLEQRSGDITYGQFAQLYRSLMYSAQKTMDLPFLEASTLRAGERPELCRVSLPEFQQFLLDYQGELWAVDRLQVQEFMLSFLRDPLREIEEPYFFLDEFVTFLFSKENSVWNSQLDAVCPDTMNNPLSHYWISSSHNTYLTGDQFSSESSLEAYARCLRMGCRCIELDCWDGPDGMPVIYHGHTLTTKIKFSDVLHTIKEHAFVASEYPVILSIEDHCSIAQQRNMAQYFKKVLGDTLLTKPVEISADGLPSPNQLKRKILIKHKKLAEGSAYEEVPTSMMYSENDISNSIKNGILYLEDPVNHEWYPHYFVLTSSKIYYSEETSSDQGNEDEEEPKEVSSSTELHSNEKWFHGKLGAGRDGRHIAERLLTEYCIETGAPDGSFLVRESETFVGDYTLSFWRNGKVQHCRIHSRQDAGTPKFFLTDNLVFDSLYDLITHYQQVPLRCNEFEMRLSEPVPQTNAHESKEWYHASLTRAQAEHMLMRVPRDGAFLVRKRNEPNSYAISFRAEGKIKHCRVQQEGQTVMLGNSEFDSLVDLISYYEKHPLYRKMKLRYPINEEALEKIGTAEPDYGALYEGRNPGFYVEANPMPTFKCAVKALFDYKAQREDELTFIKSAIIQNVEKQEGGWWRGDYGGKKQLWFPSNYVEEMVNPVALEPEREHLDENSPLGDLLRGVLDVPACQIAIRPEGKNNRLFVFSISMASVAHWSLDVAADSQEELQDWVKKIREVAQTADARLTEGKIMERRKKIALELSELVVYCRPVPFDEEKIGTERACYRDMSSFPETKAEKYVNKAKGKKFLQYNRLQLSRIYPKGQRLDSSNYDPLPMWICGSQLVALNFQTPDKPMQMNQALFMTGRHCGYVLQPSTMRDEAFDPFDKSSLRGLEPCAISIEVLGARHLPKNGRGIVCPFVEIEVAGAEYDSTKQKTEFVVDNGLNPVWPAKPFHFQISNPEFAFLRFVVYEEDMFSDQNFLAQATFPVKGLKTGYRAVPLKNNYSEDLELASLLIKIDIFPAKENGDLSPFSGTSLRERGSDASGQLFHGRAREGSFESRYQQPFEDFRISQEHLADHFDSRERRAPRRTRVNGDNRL
ASAP1 inh = blocks human ASAP1-stimulated Arf1 GTP hydrolysis. GDP FP detection. inhibition, % at 16.5 µM. actives 0.19% (n = 360,000). AID 624377; in the data active means inhibition above about 25%;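 further: 0% = vehicle with enzyme and substrate and 100% = no enzyme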
UHRF1 MBD2 ctr = human UHRF1 methylated DNA binding inhibitors; Q96T88; actives 0.75% (n = 370,000); inhibition, % at 4.4 µM; UHRF1 binding to methylated oligo, TR-FRET; AID 687016; in the data active means inhibition above about 21%;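 further: UHRF1 SRA domain binding a hemimethylated CpG hairpin DNA probe; 0% = median of test compound wells and 100% = reference inhibitor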
Starred values were filed as active, the others as inactive; i = inactive; nt = not tested or not shown.

SMILES	proKLK7 act	Tn6 DDE FP	sPLA2-III inh	NR1D1 modulator	PLC-beta3 inh	ARFGAP1 inhibitor	DDE Tn7 FP inh	PLCg1 inh	ASAP1 inh	UHRF1 MBD2 ctr
O=C1c2ccccc2C(Nc2ccc(Cl)cn2)N1c1ccccn1 (stereo not drawn)	0.2	3	7	0	-3	7	11	-2	-4	2
CC(=O)Nc1nc2ncccn2c1-c1ccc(C)cc1	23*	-2	5	4	i	nt	-2	i	nt	-1
COc1ccccc1Nc1nc(N)nc(CN2CCC(Cc3ccccc3)CC2)n1	-0.3	-6	-34	-1	-16	10	0	2	8	9
Cc1cccc(NC2=NC3(CCCCC3)N=C(N)N2)c1C	0.3	-5	11	0	5	2	1	-4	15	2
O=C(Cn1nc(-c2ccco2)ccc1=O)Nc1ccc(Cl)c(Cl)c1	0.7	-1	5	2	-346	8	8	-230	13	-5
COc1ccccc1NC(=O)N(Cc1ccco1)Cc1cc2cccc(C)c2[nH]c1=O	0.0	2	-4	-4	-3	3	0	-3	1	-4
Cc1cc(C)c(NC(=O)CS(=O)CC(=O)NCC2CCCO2)c(C)c1 (stereo not drawn)	-0.3	-10	-2	1	2	9	-4	-1	-5	1
CC(C)CCN1CCN(CC#Cc2ccccc2)CC1CCO (stereo not drawn)	-0.3	6	5	1	1	-3	7	-2	12	-1
C[C@H]1C(=O)[C@]23C[C@H]1CC[C@H]2[C@]1(C)[C@@H](O)CC[C@@](C)(C(=O)O)[C@H]1C[C@@H]3O	-0.4	1	6	4	2	nt	2	2	nt	-2
Cc1cc(C)c2c(c1)cc(C)c1nnc(SCC(=O)N3CCCc4ccccc43)n12	-0.3	0	7	1	-1	-1	-2	-2	11	3
Cc1cc(C)cc(N(CC(=O)N2CCCCCC2)S(C)(=O)=O)c1	-0.1	-8	1	1	-6	12	5	-1	-5	3
Cc1ccc(NC(=O)c2cccc(C(=O)Nc3ccc(C)cc3C(=O)O)c2)c(C(=O)O)c1	0.1	0	-10	-2	-8	9	0	5	14	4
CCC(C)NCC(=O)Nc1ccc(-c2nc3cc(NC(=O)CNC(C)CC)ccc3o2)cc1 (stereo not drawn)	-13	-4	-8	-4	-175	8	0	-137	20	-1
O=C(COc1ccccc1Cl)N1CCN(c2ccc(F)cc2)CC1	0.0	1	-1	0	1	3	0	3	-5	1
CCN(CC(=O)Nc1ccc(OC)cc1)C(=O)c1ccc2c(c1)NC(=O)CS2	0.7	-3	-2	-4	-3	-5	3	-5	2	-1
Cc1nc(-c2cc(-c3nc(-c4cc(C(F)(F)F)cc(C(F)(F)F)c4)no3)no2)cs1	0.8	-5	17	-5	-9	8	0	4	-2	0
O=C(Nc1cccc(C(=O)O)c1)/C(=C\c1ccccc1)NC(=O)c1cccc2ccccc12	0.5	-4	-9	6	4	10	3	2	-16	2
CCN1CCC(N2CCN(c3ccc(F)cc3)CC2)CC1	-0.3	-4	12	-1	-9	-2	2	4	0	2
Cc1ccc(NC(=O)c2ccc(NCCN)c([N+](=O)[O-])c2)cc1Cl	0.3	-2	18	2	5	14	7	1	5	-5
Cc1ccc(C(=O)OCC(=O)NCc2ccco2)s1	-0.6	6	-7	-11	0	1	-5	-1	2	10
CCCn1c(SCC(=O)N2CCc3ccccc32)n[nH]c1=O	0.0	0	-2	-8	4	-25	2	3	-5	0
CCOC(=O)CSc1c(-c2ccc(Cl)cc2)[nH]c2ccccc12	-0.1	14	-14	1	1	9	0	1	2	-3
Cc1ccc(NC(=O)c2sccc2-n2cccc2)c(Cl)c1	0.4	2	-1	1	-1	-4	-1	-3	3	10
Cc1ccc(S(=O)(=O)N2CCN(CC(=O)Nc3ccc4c(c3)CCC4)CC2)cc1C	-0.2	11	-1	4	0	-8	9	1	-317	-1
COc1cccc(Cn2c(Oc3cccc(C)c3)nc3c2c(=O)n(C)c(=O)n3C)c1	0.0	7	1	3	-1	8	0	4	0	1

(next part)
SMILES	proKLK7 act	Tn6 DDE FP	sPLA2-III inh	NR1D1 modulator	PLC-beta3 inh	ARFGAP1 inhibitor	DDE Tn7 FP inh	PLCg1 inh	ASAP1 inh	UHRF1 MBD2 ctr
O=C(c1cc(-c2ccc(Cl)c(Cl)c2)on1)N1CCOCC1	-0.6	12	3	-1	1	-3	2	0	4	-3
Clc1ccccc1OCCn1cnc2ccccc21	0.4	4	-3	1	2	-6	-1	4	1	9
O=C(O)COc1ccc(Br)cc1/C=C1/SC(=O)N(CC(=O)N2CCCC2)C1=O	1.7	9	-5	-2	-56	8	-6	-37	-2	-1
Cc1c(Cc2ccccc2)c(=O)oc2c(CN(C)C)c(O)c(Cl)cc12	48*	-4	-10	-7	i	2	2	i	3	-2
COc1ccc(NC(=O)COC(=O)Cc2c(F)cccc2Cl)cc1	-0.5	-1	4	3	4	17	1	2	0	0
COc1ccc(NC(=O)c2cccc(S(=O)(=O)NCc3ccco3)c2)c(OC)c1	-0.3	12	2	6	0	-9	0	-1	-6	-1
O=C(CN1C(=O)/C(=C/c2ccccc2F)Sc2ccccc21)N1CCN(c2ccccn2)CC1	0.3	-9	-2	-1	-24	-7	-4	-17	8	0
CC(C)C1C(=O)N(Cc2cn(CC3CCCCC3)nn2)CCS(=O)(=O)N1Cc1ccc(-c2ccc(Cl)nc2)cc1 (stereo not drawn)	-0.5	1	-9	2	7	1	4	2	1	2
CC(Sc1nnc(-c2cccnc2)n1C)C(=O)N1CCOCC1 (stereo not drawn)	0.1	4	3	-6	-7	8	-6	-1	4	-2
C/C(=N\O)c1ccc2c(c1)CC(C)O2 (stereo not drawn)	0.2	2	-1	-3	-4	-14	2	2	1	1
Cc1ccn2c(/C=N/OCc3ccc(F)cc3)c(-c3ccc(Cl)cc3)nc2c1	-0.1	4	5	2	1	-4	-2	6	-2	4
COc1ccc(CCc2nnc(N)s2)cc1OC	0.4	-1	0	2	-5	-15	5	0	-3	1
COc1ccc(C)cc1S(=O)(=O)NCC(c1ccc2c(c1)OCO2)N1CCN(C)CC1 (stereo not drawn)	0.3	-5	4	3	-5	7	3	1	1	-1
COC(=O)C1=C(C)N(C)C(=O)NC1c1ccc(C)cc1 (stereo not drawn)	-0.3	10	12	-3	-18	0	6	-1	-7	4
N#CCC(=O)Nc1ccc(C(=O)NCCC(c2ccccc2)c2ccccc2)cc1	0.6	2	-50	-2	-16	6	5	-3	-3	0
CCOC(=O)C1=C(C)OC(N)=C(C(=O)OCC)C1c1ccncc1 (stereo not drawn)	-0.1	-6	9	2	-8	10	-3	-5	-15	4
COc1ccc(CCNC(=O)c2cc3c(=O)n4ccccc4nc3n(Cc3ccco3)c2=N)cc1OC	-2.4	-2	2	-29	-73	7	3	-43	7	-5
CC1CCCC(N2C(=O)NC(NC(=O)c3ccco3)(C(F)(F)F)C2=O)C1C (stereo not drawn)	0.5	0	-12	10	2	-6	-1	-2	13	-1
CCOc1ccccc1OCCCC(=O)Nc1ccc(OC)nc1	0.5	-2	3	2	2	5	5	0	1	-2
CC[C@@]12C(=O)N(c3ccc(C)cc3)C(=O)N1[C@H](c1cccc(C)c1)[C@@H]1C(=O)N(Cc3ccccc3)C(=O)[C@@H]12	0.3	0	-1	-2	3	-4	8	3	5	0
COCOCCn1cc(CN2CCS(=O)(=O)N(Cc3ccc(-c4ccc(OC)c(OC)c4)cc3)C(C)C2=O)nn1 (stereo not drawn)	-0.2	-3	-8	8	4	10	-7	2	-1	0
Cc1csc(SC(C)C(=O)Nc2ccc(S(=O)(=O)N3CCCC3)cc2)n1 (stereo not drawn)	-0.4	1	-1	1	5	5	-4	2	1	2
C/C(=N\NC(=O)c1ccc(Br)o1)c1cc2c(cc1NC(=O)CCC(=O)O)OCO2	-1.2	-3	-2	-2	-29	-4	-5	-15	-6	1
COc1cc(C(=S)N2CCOCC2)cc(OC)c1OC(=O)c1cc([N+](=O)[O-])cc([N+](=O)[O-])c1	0.1	0	-1	-2	-3	1	5	6	-4	8
c1cncc(CNc2cccc(-c3nc4ccccc4[nH]3)c2)c1	5.2	4	0	7	-101	6	-3	-78	15	1

Just DDE Tn7 FP inh and PLCg1 inh, for four of the compounds above:
| SMILES | DDE Tn7 FP inh | PLCg1 inh |
| --- | --- | --- |
| COc1cc(C(=S)N2CCOCC2)cc(OC)c1OC(=O)c1cc([N+](=O)[O-])cc([N+](=O)[O-])c1 | 5 | 6 |
| CCOc1ccccc1OCCCC(=O)Nc1ccc(OC)nc1 | 5 | 0 |
| COc1ccc(CCNC(=O)c2cc3c(=O)n4ccccc4nc3n(Cc3ccco3)c2=N)cc1OC | 3 | -43 |
| COc1ccc(NC(=O)c2cccc(S(=O)(=O)NCc3ccco3)c2)c(OC)c1 | 0 | -1 |

(more compounds)
SMILES	proKLK7 act	Tn6 DDE FP	sPLA2-III inh	NR1D1 modulator	PLC-beta3 inh	ARFGAP1 inhibitor	DDE Tn7 FP inh	PLCg1 inh	ASAP1 inh	UHRF1 MBD2 ctr
O=C(Nc1nc(-c2ccc(Br)cc2)cs1)c1cccnc1	-0.4	-5	3	-3	-2	6	1	-2	7	4
O=C(Nc1ccccc1N1CCOCC1)c1ccccc1[N+](=O)[O-]	0.1	2	0	-5	2	3	10	-3	2	-1
COc1ccc(Cl)cc1C(=O)Nc1ccc(NC(=O)C(C)C)cc1	0.1	0	-4	4	-2	7	-4	-2	4	9
CCN(C(=O)COC(=O)c1sccc1C)c1c(N)n(Cc2ccccc2)c(=O)[nH]c1=O	-1.0	0	9	18	-1	-2	-8	0	4	1
C=CCOC(=O)N[C@H](c1ccc(-c2ccccc2)cc1)[C@H](C)/C=C/CC(=O)OC	0.7	-5	-14	-2	3	nt	-3	1	nt	-1
COc1ccc(N2CCN(C(=O)CN3C(=O)C4CC=CCC4C3=O)CC2)cc1 (stereo not drawn)	0.8	3	1	-5	1	-5	-8	-4	-11	-1
CCCCN(CC)CCCNC(=O)c1cc2cc3ccc(C)cc3nc2o1	22*	3	-7	-2	-374	-14	2	-249	-18	-10
Cc1cc(C(=O)N2CCN(S(C)(=O)=O)CC2)sc1-c1ccccc1	0.1	0	2	41*	-3	-6	1	1	6	6
O=C(OCc1ccccc1)N1CCCCC1c1c(Cl)cccc1Br (stereo not drawn)	-0.1	-10	-4	9	-2	-8	6	0	-12	-2
C[C@H](CO)N1C[C@H](C)[C@@H](CN(C)C(=O)c2ccc(N3CCN(C)CC3)cc2)OCc2cn(nn2)CCCC1=O	-0.4	2	8	0	-4	5	1	1	-12	1
CN(C)C(=O)c1ccc(Nc2nnc(-c3ccc(O)cc3)c3ccccc23)cc1	1.9	1	-8	-2	-307	0	-4	-218	3	-1
COc1ccc(/C=C/C(=O)N(C)C2CCS(=O)(=O)C2)cc1 (stereo not drawn)	0.2	-13	1	-3	1	-1	-6	3	13	0
Cc1c(NS(=O)(=O)c2ccc3c(c2)Cc2ccccc2-3)c(=O)n(-c2ccccc2)n1C	-0.2	1	-28	-8	1	3	-10	-3	-6	2
